From PubChem BioAssay
KinaseGlo FLuc – blocks Kinase-Glo luciferase, a counter-screen artifact. Q27757. Kinase-Glo luciferase, ATP luminescence, 8 min. Potency, µM (highest dose often 38.3 µM), for the others: at the top dose activity change, negative = inhibition, usual class: inhibitors. hit rate 0.28% among 200,000. AID 1379; note: potency is the fitted concentration of half-maximal effect; % is set by controls: 0 for no effect and ±100 for the full control effect; nearly all actives have a fitted effect of over 60% in size
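Luminescence was the read-out, taken after 8-minute incubation at ambient temperature. Luciferase turned over luciferin with 10 uM ATP in imidazole pH 7.2 buffer containing KCl, MgCl2, Tween 20 and BSA.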
HttQ103 aggreg – inhibitors of mutant huntingtin aggregate formation in PC12 cells. PC12 HttQ103-GFP aggregates, Acumen cytometry, 40 h. Potency, µM (titrated, usually from 46.1 µM), without a hit: at the top dose activity change, negative = inhibition, hits mostly inhibitors. hit rate 1.1% among 220,000. AID 1688; note: potency is the fitted concentration of half-maximal effect; % is set by controls: 0 for no effect and ±100 for the full control effect; nearly all actives have a fitted effect of over 60% in size
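PC12/HTTQ103-GFP, ecdysone-inducible; teb 100 nM; cpd qHTS titration; GFP aggregates read on laser cytometer, Ex 488/Em 500-530 nm.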
L3MBTL1 inh – blocks human L3MBTL1; Q9Y468; AlphaScreen L3MBTL1–H3K9me1 peptide binding; Potency, µM (highest dose often 57.1 µM), inactives show top-dose activity, negative = inhibition, hits mostly inhibitors; hit rate 0.66% among 230,000; note: potency is the fitted concentration of half-maximal effect; % is set by controls: 0 for no effect and ±100 for the full control effect; nearly all actives have a fitted effect of over 60% in size
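Displacement of a biotinylated histone H3(1-15) peptide monomethylated at Lys9 (75 nM) from L3MBTL1 (50 nM) was measured by AlphaScreen after a 30 min room-temperature compound incubation; cefsulodin titration served as intraplate control.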
IMPase Li inh – cell-permeable IMPase inhibitors with lithium potentiation; AID 1457; CHO-M1 cells, IP1 TR-FRET (IP-One), carbachol + lithium; hit rate 0.35% among 210,000; Potency, µM (doses to about 59.4 µM), for the others: at the highest dose activity, negative = IMPase inhibition, hits mostly inhibitors;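 note: IP1 builds up when IMPase is blocked and the TR-FRET signal falls; potency is the fitted concentration of half-maximal effect; plate controls were basal vehicle for no effect and high inhibitor control for full effect; nearly all actives have a fitted effect of over 50% in size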
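Readout is a homogeneous TR-FRET IP1 immunoassay (Ex 320, Em 665 and 620), where raised cytosolic IP1 lowers signal. Cells were CHO-M1 treated 30 min at 37C with test compounds plus a little lithium; AC50 values came from Hill-equation fitting.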
NPSR antag – antagonists of human neuropeptide S receptor cAMP signaling. Potency, µM (series often up to 38.3 µM), for inactives: at the highest dose activity change, negative = inhibition, most hits filed as inhibitors. hit rate 1% among 220,000. CHO-NPSR cells, cAMP TR-FRET, antagonist mode; note: potency is the fitted concentration of half-maximal effect; % is set by controls: 0 for no effect and ±100 for the full control effect; nearly all actives have a fitted effect of over 50% in size; many of its hits are not listed in these tables
Target sequence (Q6W5P4 whole entry, looked up): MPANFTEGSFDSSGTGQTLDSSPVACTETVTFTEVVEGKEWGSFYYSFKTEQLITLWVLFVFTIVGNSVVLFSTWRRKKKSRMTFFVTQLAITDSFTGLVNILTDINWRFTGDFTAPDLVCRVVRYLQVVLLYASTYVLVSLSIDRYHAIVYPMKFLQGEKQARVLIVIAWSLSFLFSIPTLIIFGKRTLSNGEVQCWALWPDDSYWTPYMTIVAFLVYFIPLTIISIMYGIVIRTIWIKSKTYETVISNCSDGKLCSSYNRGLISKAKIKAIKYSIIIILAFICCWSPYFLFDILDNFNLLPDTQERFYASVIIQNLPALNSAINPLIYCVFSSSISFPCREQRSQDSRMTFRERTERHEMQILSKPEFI
CBFb RUNX1 block – blocks binding between human CBF-beta and RUNX1. AlphaScreen CBFb-His/RUNX1-biotin binding, biochemical. 230,000 tested, under 10 active. AID 1477. Potency, µM (titrated, usually from 59.8 µM), for the others: top-dose activity, negative = inhibition, most hits filed as inhibitors. Q01196+Q13951; note: % of control where 0% means no effect
Target sequence (Q01196 whole entry, looked up): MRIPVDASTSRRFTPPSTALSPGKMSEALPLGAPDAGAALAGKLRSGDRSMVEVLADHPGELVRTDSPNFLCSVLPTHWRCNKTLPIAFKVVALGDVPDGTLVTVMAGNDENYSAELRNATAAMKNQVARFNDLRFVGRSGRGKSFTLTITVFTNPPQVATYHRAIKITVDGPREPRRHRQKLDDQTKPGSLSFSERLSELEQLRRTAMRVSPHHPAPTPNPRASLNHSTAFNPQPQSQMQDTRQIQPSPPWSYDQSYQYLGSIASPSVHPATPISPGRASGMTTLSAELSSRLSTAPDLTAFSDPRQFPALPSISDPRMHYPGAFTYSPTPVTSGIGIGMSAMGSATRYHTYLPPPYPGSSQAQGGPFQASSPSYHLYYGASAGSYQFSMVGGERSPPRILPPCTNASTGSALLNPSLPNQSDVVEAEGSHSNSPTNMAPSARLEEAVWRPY
Target sequence (Q13951 whole entry, looked up): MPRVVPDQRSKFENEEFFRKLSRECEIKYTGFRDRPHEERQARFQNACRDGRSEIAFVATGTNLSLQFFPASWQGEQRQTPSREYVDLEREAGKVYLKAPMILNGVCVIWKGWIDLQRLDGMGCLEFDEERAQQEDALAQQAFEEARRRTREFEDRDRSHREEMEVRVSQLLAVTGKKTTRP
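AlphaScreen binding: CBFb-His and RUNX1-biotin (30 nM each) preincubated 20 min, compound added for 15 min, then nickel and streptavidin beads for 90 min, all at room temperature. Disruption of the interaction by any mechanism counts as activity.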
Epigenetic derep – derepresses silenced GFP reporter in murine cells; AID 1865; hit rate 0.2% among 280,000; Potency, µM (series often up to 53.9 µM), without a hit: top-dose GFP activation, actives largely listed as activators; murine LDR cells, GFP reporter derepression, 30 h; note: potency is the fitted concentration of half-maximal effect; % of control where 0% means no effect; nearly all actives have a fitted effect of over 60% in size
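Derepression of a silenced CMV-GFP reporter in murine LDR cells is scored by enumerating GFP-positive cells with a laser-scanning microplate cytometer after 30 hours of treatment at 37 C.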
Active calls of the source: *; ? = inconclusive; . = not tested or not shown; [ ] = dose if it differs, or a comment. Calls come from the whole dose curve; as a rule, active = well fitted curve in the direction sought with a large enough effect; inconclusive = small, poorly fitted or top-dose-only effect, or another doubt; inactive = no such curve, though single readings can be large; an effect the other way counts as inactive or inconclusive. Not all compounds are listed; rates above refer to the full screens.

item	Compound	KinaseGlo FLuc	HttQ103 aggreg	L3MBTL1 inh	IMPase Li inh	NPSR antag	CBFb RUNX1 block	Epigenetic derep
1	O=C(CCN1c2ccccc2Sc2ccccc21)Oc1ccccc1	6%	6%	17%	13%	-3%	4%	0.0%
2	O=C(Nc1ccc(Oc2cccc(C(F)(F)F)c2)nc1)c1ccccc1	.	-1%[9.22 µM]	5%	.	4%	20%	-1.3%
3	O=C(/C=C/c1ccccc1)NC(N1CCOCC1)C(Cl)(Cl)Cl (configuration not stated)	-2%	3%[9.22 µM]	2%	10%	15%	2%	1.1%
4	CCOC(=O)Cc1csc(NC(=O)CSc2nc(N)c3c(C)c(C)sc3n2)n1	-2%	-7%	.	?	-11%[46.1 µM]	-2%	3.7%
5	Cc1cc(=O)n2[nH]cc(C(=O)O)c2n1	1%	13%	7%	-8%	3%[46.1 µM]	-4%	-2.0%
6	O=C(NC1CC1)c1ccc(S(=O)(=O)NCC2CCCCC2)cc1	2%	6%	2%	4%	-1%[46.1 µM]	8%	4.5%
7	COc1cccc(CNC(=O)CCC2CCCN(C(=O)c3ccc(C)nc3)C2)c1 (configuration not stated)	3%	9%[9.22 µM]	-10%	2%	-1%	-2%	1.1%
8	c1ccc2oc(NC3=NCN(C4CCCCC4)CN3)nc2c1	.	-10%[9.22 µM]	.	.	4%	9%	-1.1%
9	Cc1cnn(-c2cc(N/N=C/c3ccccc3)ncn2)c1	-7%	26%	3%	-1%[38.3 µM]	-14%[46.1 µM]	3%	0.0%
10	COc1ccccc1NC(=O)N1CCCC1C(=O)Nc1ccc(NC(C)=O)cc1 (configuration not stated)	-3%	4%	3%	-16%[38.3 µM]	-15%[46.1 µM]	5%	0.4%
11	COc1ccccc1CCNC(=O)c1cc(-c2ccccn2)nc2ccc(Br)cc12	-1%	3%	-3%	13µM*	?	-1%	0.0%
12	FC(F)(F)c1cccc(NC(=S)NCc2ccccn2)c1	0%	?	3%	-5%	-23%	1%	2.0%
13	CN1C(=O)c2c(sc3c2CCCC3)NC1c1ccccc1O (configuration not stated)	2%	-5%	-1%[11.4 µM]	23%[38.3 µM]	-6%[46.1 µM]	-2%	0.9%
14	CC(C)CCNC(=O)NC(=O)CSc1nnc(COc2ccccc2Cl)o1	-1%	-6%	14%[11.4 µM]	18%[38.3 µM]	-12%[46.1 µM]	11%	0.9%
15	COc1nc(N(C)C)nc(-n2nnc(C(C)=O)c2C)n1	1%	4%	9%	-3%[38.3 µM]	3%[46.1 µM]	-14%	4.0%
16	C#CCOCCOCCOCCNc1nc(N2CCOCC2)nc(N2CCN(C(=O)[C@H]([C@@H](C)CC)n3cc(CCCN=C(N)N)nn3)CC2)n1	-9%	-9%	7%	6%	14%	-1%[2.36 µM]	-0.5%
17	O=C(CSc1ncnc2ccccc12)Nc1ccc(N2CCOCC2)cc1	-1%	-11%	0%	-3%[38.3 µM]	-5%[46.1 µM]	0%	-2.2%
18	Cc1cc2ccccn2c1C(=O)c1ccc([N+](=O)[O-])o1	-1%	-3%[9.22 µM]	-7%	13%	-32%	.	7.7%
19	O=C1c2ccc(Oc3cccc([N+](=O)[O-])c3)cc2C(=O)N1c1ccccn1	2%	2%	.	0%	-2%	3%	0.0%
20	Cc1cc(NC(=O)c2ccccc2F)n(C(C)(C)C)n1	.	2%[9.22 µM]	-4%	.	-19%	8%	0.0%
21	Cc1ccc(C(C)C)c(OCC(O)CN2CCN(CCO)CC2)c1 (configuration not stated)	0%	-11%	8%	4%	5%[46.1 µM]	7%	3.5%
22	Cn1c(SCC#N)nc2ccccc2c1=O	.	7%[9.22 µM]	-1%	.	14%	8%	1.1%
23	CNC(=O)CSc1nc2nn(-c3ccccc3)c(=O)c-2c2n1CCCCC2	4%	15%	9%	5%[38.3 µM]	-10%[46.1 µM]	-3%	-0.3%
24	O=C(OCCN1C(=O)c2ccccc2C1=O)c1cc(S(=O)(=O)N2CCOCC2)ccc1F	1%	8%	.	-21%[38.3 µM]	-13%[46.1 µM]	0%	-0.7%
25	O=C(CC1CCCCC1)N1CCCC(c2nc(-c3ccc(S(=O)(=O)N4CCCC4)cc3)no2)C1 (configuration not stated)	-4%	?	.	15%[38.3 µM]	?	-1%	-0.3%
26	COc1cc(C(=S)N(C)C)ccc1O	-1%	8%	2%	20%[38.3 µM]	0%[46.1 µM]	2%	-10%
27	CCOC(=O)C1CCN(C(=O)CCN2C(=O)C3C4C=CC(C4)C3C2=O)CC1 (configuration not stated)	-5%	5%	.	15%[38.3 µM]	-26%[46.1 µM]	0%	-2.1%
28	O=C(CN1C(=O)COc2ccccc21)NCCN1CCC(Cc2ccccc2)CC1	-1%	?	.	13%[38.3 µM]	-2%[46.1 µM]	0%	0.8%
29	C#CCOCCOCCOCCNc1nc(N2CCN(C(=O)[C@H](CCC(=O)O)n3cc(C(N)CC(C)C)nn3)CC2)nc(N2CCN(C(=O)[C@H](Cc3cc4ccccc4[nH]3)n3cc(C(N)[C@H](C)CC)nn3)CC2)n1 (some centres not stated)	.	-4%[9.22 µM]	-23%	-15%	-17%	13%	-0.7%
30	COc1ccc(/C=C/C(=O)NC(C)CCc2ccccc2)cc1 (configuration not stated)	6%	18%	-15%	13%	-12%	6%	0.0%

Grouped by structure: those above with a COOH group (two)
item	Compound	KinaseGlo FLuc	HttQ103 aggreg	L3MBTL1 inh	IMPase Li inh	NPSR antag	CBFb RUNX1 block	Epigenetic derep
5	Cc1cc(=O)n2[nH]cc(C(=O)O)c2n1	1%	13%	7%	-8%	3%[46.1 µM]	-4%	-2.0%
29	C#CCOCCOCCOCCNc1nc(N2CCN(C(=O)[C@H](CCC(=O)O)n3cc(C(N)CC(C)C)nn3)CC2)nc(N2CCN(C(=O)[C@H](Cc3cc4ccccc4[nH]3)n3cc(C(N)[C@H](C)CC)nn3)CC2)n1 (some centres not stated)	.	-4%[9.22 µM]	-23%	-15%	-17%	13%	-0.7%

Continuation.
item	Compound	KinaseGlo FLuc	HttQ103 aggreg	L3MBTL1 inh	IMPase Li inh	NPSR antag	CBFb RUNX1 block	Epigenetic derep
31	COCCCn1c(SCC(=O)Nc2ccc(C(C)=O)cc2)nc2ccccc2c1=O	1%	12%	3%	7%[38.3 µM]	-21%[46.1 µM]	-1%	-0.7%
32	CS(=O)(=O)N1CCC(C(=O)N2CCN(c3ccc(F)cc3)CC2)CC1	-4%	26%[9.22 µM]	-2%	5%	-4%	4%	-0.1%
33	Cc1cc(C)cc(OCC(=O)Nc2cccc(C(=O)O)c2)c1	-5%	6%	.	20%[38.3 µM]	-12%[46.1 µM]	-3%	0.8%
34	O=[N+]([O-])c1ccc(S(=O)(=O)NCC2CCCO2)cc1 (configuration not stated)	2%	11%	-8%	5%	11%	-1%	0.0%
35	CCN(CC)S(=O)(=O)c1cc(C(=O)Nc2cccnc2)ccc1Cl	-9%	13%	.	44%[activator][38.3 µM]	-15%[46.1 µM]	6%	-2.5%
36	CCCCOc1c(Br)cc(/C=N/O)cc1OCC	8%	-19%	5%	15%	-16%[46.1 µM]	23%	3.5%
37	COc1cc2ncnc(NCc3ccc(Cl)cc3)c2cc1OC	0%	-21%[9.22 µM]	-7%	17%	-32%	0%	19%
38	Cc1ccc(S(=O)(=O)N2CCOCC2)cc1NC(=O)CSc1n[nH]c(N)n1	1%	21%	5%	-1%	5%	-3%	-1.3%
39	COc1cc(/C=C2\SC(=S)N(CC(=O)Nc3ccc(O)cc3)C2=O)cc(OC)c1OC	1%	-1%	5%	8%	-10%	-6%	3.5%
40	CC(=O)Nc1ncnc2c1c(-c1ccc(Cl)cc1)nn2C(C)(C)C	2%	?	-7%	-1%	-14%	-8%	-1.9%
41	COC(=O)c1ccc2c(=O)n(CC3CCCO3)c(SCC(=O)Nc3ccccc3OC)nc2c1 (configuration not stated)	3%	15%	-5%	?	?	5%	-3.5%
42	Cc1ccc(-n2nc(C)c3c(C)c(CCC(=O)NCc4ccco4)c(C)nc32)cc1	-1%	-7%	.	11%[38.3 µM]	-11%[46.1 µM]	-1%	-3.0%
43	CC(C)C(NC(=O)c1ccc(Cl)cc1)C(=O)NC1=NCCS1 (configuration not stated)	1%	-9%	.	15%[38.3 µM]	-10%[46.1 µM]	-5%	0.3%
44	CCC(=O)Nc1ccc(C(=O)Cn2nc(C(=O)O)c3ccccc3c2=O)cc1	17%	-4%	.	13%[38.3 µM]	-6%[46.1 µM]	-11%	-1.0%
45	CN1CCN(C(=O)c2cc3nc(-c4ccc(F)cc4)cc(C(F)(F)F)n3n2)CC1	-2%	-20%	-2%	-6%[38.3 µM]	-5%[46.1 µM]	-2%	-5.0%
46	CC(=O)NS(=O)(=O)c1ccc(NC(=S)NC(=O)C(C)(C)C)cc1	1%	5%	13%	1%[38.3 µM]	-4%[46.1 µM]	-1%	-3.0%
47	O=C1OCCC1Sc1nnnn1-c1ccccc1 (configuration not stated)	-2%	0%	7%	-10%[38.3 µM]	-2%[46.1 µM]	3%	0.0%
48	Cc1onc(C(=O)NCc2ccccn2)c1[N+](=O)[O-]	-2%	11%	28%	-7%	13%	13%	1.3%

A draw from above in order of heavy-atom count, lowest first:
item	Compound	KinaseGlo FLuc	HttQ103 aggreg	L3MBTL1 inh	IMPase Li inh	NPSR antag	CBFb RUNX1 block	Epigenetic derep
48	Cc1onc(C(=O)NCc2ccccn2)c1[N+](=O)[O-]	-2%	11%	28%	-7%	13%	13%	1.3%
32	CS(=O)(=O)N1CCC(C(=O)N2CCN(c3ccc(F)cc3)CC2)CC1	-4%	26%[9.22 µM]	-2%	5%	-4%	4%	-0.1%
41	COC(=O)c1ccc2c(=O)n(CC3CCCO3)c(SCC(=O)Nc3ccccc3OC)nc2c1 (configuration not stated)	3%	15%	-5%	?	?	5%	-3.5%

Grouped by structure, the entries above with a Cl atom
item	Compound	KinaseGlo FLuc	HttQ103 aggreg	L3MBTL1 inh	IMPase Li inh	NPSR antag	CBFb RUNX1 block	Epigenetic derep
3	O=C(/C=C/c1ccccc1)NC(N1CCOCC1)C(Cl)(Cl)Cl (configuration not stated)	-2%	3%[9.22 µM]	2%	10%	15%	2%	1.1%
14	CC(C)CCNC(=O)NC(=O)CSc1nnc(COc2ccccc2Cl)o1	-1%	-6%	14%[11.4 µM]	18%[38.3 µM]	-12%[46.1 µM]	11%	0.9%
35	CCN(CC)S(=O)(=O)c1cc(C(=O)Nc2cccnc2)ccc1Cl	-9%	13%	.	44%[activator][38.3 µM]	-15%[46.1 µM]	6%	-2.5%
37	COc1cc2ncnc(NCc3ccc(Cl)cc3)c2cc1OC	0%	-21%[9.22 µM]	-7%	17%	-32%	0%	19%
40	CC(=O)Nc1ncnc2c1c(-c1ccc(Cl)cc1)nn2C(C)(C)C	2%	?	-7%	-1%	-14%	-8%	-1.9%
43	CC(C)C(NC(=O)c1ccc(Cl)cc1)C(=O)NC1=NCCS1 (configuration not stated)	1%	-9%	.	15%[38.3 µM]	-10%[46.1 µM]	-5%	0.3%
